High-throughput results deposited in PubChem by several laboratories.
Mtb RmlCD inh: blocks M. tuberculosis RmlC and RmlD coupled enzymes. P9WH09+P9WH11. RmlC+RmlD coupled enzyme assay, percent inhibition; primary screen in compound mixtures. inhibition, % at 3.6 µM. 0.03% of 160,000 active; in the data active means inhibition mostly above about 34%, no sharp cut-off; further: some results filed as inactive read as strong as hits
Target sequence (P9WH09 whole entry, looked up): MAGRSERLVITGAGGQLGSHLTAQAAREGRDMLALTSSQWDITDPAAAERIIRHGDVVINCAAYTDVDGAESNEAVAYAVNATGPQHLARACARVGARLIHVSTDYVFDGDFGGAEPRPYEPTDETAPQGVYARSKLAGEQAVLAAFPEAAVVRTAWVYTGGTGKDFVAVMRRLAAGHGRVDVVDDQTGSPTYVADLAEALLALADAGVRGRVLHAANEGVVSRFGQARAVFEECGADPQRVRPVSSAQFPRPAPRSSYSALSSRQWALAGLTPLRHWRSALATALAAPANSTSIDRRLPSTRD
Target sequence (P9WH11 whole entry, looked up): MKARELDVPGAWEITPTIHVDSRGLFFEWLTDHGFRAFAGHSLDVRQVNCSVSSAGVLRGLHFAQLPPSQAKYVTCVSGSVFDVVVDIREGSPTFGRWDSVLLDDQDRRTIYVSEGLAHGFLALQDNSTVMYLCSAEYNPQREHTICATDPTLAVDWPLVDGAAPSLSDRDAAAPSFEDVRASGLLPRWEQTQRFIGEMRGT
GlmU inhibition: inhibition of mycobacterial GlmU enzyme – biochemical, glucosamine-1-phosphate acetyltransferase (AID 1376); M. tuberculosis GlmU acetyltransferase enzyme assay; higher % means a stronger effect; inhibition, %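 (tested at 30 µM in the primary screen)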; hits with a dose series show IC50 in µM; 0.25% of 220,000 active; in the data active means inhibition above about 13%;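 further: 0% = complete reaction with vehicle and 100% = reaction without substrate; strong numbers were not always called active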
The depositor's hits bear a star; . = no result given.

SMILES | Mtb RmlCD inh | GlmU inhibition
O=C(c1nn2c(C(F)(F)F)cc(-c3ccco3)nc2c1Br)N1CCCc2ccccc21 | . | -4.9%
CCC(=O)N/C(=N/c1nc(C)cc(C)n1)Nc1ccccc1 | -19.9 | -5.8%
CC(C)Cn1cc(F)c(=O)n(CC(C)C)c1=O | -8.5 | 1.9%
CCc1ccc(C(=O)CSc2nc(C)cc(=O)[nH]2)cc1 | 6.8 | -0.6%
Cc1c(-c2ccc(O)cc2)nc2nc(-c3ccccc3)c(-c3ccccc3)nn12 | 7.9 | 0.4%
Cc1cc(C)cc(N(CC(=O)N2CC=C(c3ccccc3)CC2)S(=O)(=O)c2c(C)noc2C)c1 | -6.7 | -1.9%
COc1ccc(CC(=O)N2CC(C)CC(C)C2)cc1OC (stereo not given) | . | -2.6%
Cc1ccc(-n2nc3c(c2NC(=O)c2c(-c4ccccc4Cl)noc2C)CS(=O)(=O)C3)c(C)c1 | 1.8 | .
Cc1ccc(C(=O)N2CCN(c3ccccn3)CC2)cc1[N+](=O)[O-] | 1.4 | 7.8%
C=CCNc1cc(C)oc(=O)c1C(=O)CC | -6.8 | -0.8%
CC(C)CN(C(=O)CN1CCN(c2ccc(O)cc2)CC1)c1c(N)n(CC(C)C)c(=O)[nH]c1=O | -1.1 | 2.8%
C=CCSC1=N/C(=C\C=C\c2ccco2)C(=O)S1 | -1.8 | 7.5%
c1ccc(CN2CCOCCOCCOCCOCC2)cc1 | 11.0 | -1.4%
CCOC(=O)N1CCN(c2ccc(Cl)c(Cl)c2)CC1 | -3.7 | 2.2%
Cc1oc(=O)c(NC(=O)c2ccc(Cl)cc2)cc1C(=O)c1ccccc1 | 18.6 | 0.0%
CC(C(O)c1ccccc1)N(C)CCn1cnc2c1c(=O)n(C)c(=O)n2C (stereo not given) | -4.8 | 6.6%
Cc1cccc(NC(=O)CN2C(=O)S/C(=C\c3ccc(-c4cccc(C(=O)O)c4C)o3)C2=O)c1 | -1.1 | 5.5%
CC(=O)Nc1c(C)ccc(CNC(=O)COc2ccc(F)cc2)c1C | 4.2 | 3.8%
CCCCCCn1c(NCC)nc2c1c(=O)[nH]c(=O)n2C | 17.3 | 0.2%
COc1ccccc1C(=O)N(CCC1CCCN1C)c1nc2ccccc2s1 (stereo not given) | -2.3 | -4.1%
CC(=O)Cn1ncc(N2CCOCC2)cc1=O | -6.2 | -1.8%
C/C=N/N(c1ccccc1)c1ccccc1 | -0.3 | 3.0%
O=C(NCCc1ccccc1)c1cnc2sccn2c1=O | -7.8 | -0.5%
COc1ccc(C[C@H]2CN3C(=NC[C@@H]3C(C)C)N2C[C@H](C)NC(=O)c2ccc(C)c(Br)c2)cc1 | . | -6.4%
CCOC(=O)C1=C(C)N=C2SC(C(=O)OC)=CC(=O)N2C1c1ccc(F)cc1 (stereo not given) | . | 1.1%
COc1ccc(NC(=O)N2CCCCCC2)c(OC)c1 | -11.0 | -3.8%
O=C(COC(=O)Cc1ccsc1)NCC1CCCCC1 | 10.7 | 7.0%
CC(C)C(=O)Nc1ccc(NC(=O)c2cccnc2)cn1 | . | -1.4%
CCc1ccc(N2C(=O)C3C4CCC(C4=C(C)C)C3C2=O)cc1 (stereo not given) | 11.4 | 7.9%
CC1Cc2ccccc2N1C(=O)c1cc2sccc2n1Cc1ccc(F)cc1 (stereo not given) | . | -0.7%

Structures shown so far with an aryl methoxy group, in the order listed:
SMILES | Mtb RmlCD inh | GlmU inhibition
COc1ccc(CC(=O)N2CC(C)CC(C)C2)cc1OC (stereo not given) | . | -2.6%
COc1ccccc1C(=O)N(CCC1CCCN1C)c1nc2ccccc2s1 (stereo not given) | -2.3 | -4.1%
COc1ccc(C[C@H]2CN3C(=NC[C@@H]3C(C)C)N2C[C@H](C)NC(=O)c2ccc(C)c(Br)c2)cc1 | . | -6.4%
COc1ccc(NC(=O)N2CCCCCC2)c(OC)c1 | -11.0 | -3.8%

Further records.
SMILES | Mtb RmlCD inh | GlmU inhibition
CCCCNC(=O)c1onc(CSc2cc(C)ccc2C)c1C(=O)O | -10.4 | -2.9%
COc1ccc(CNC(=O)[C@@H]2CC=C[C@@H]3CCN(C4CCCCC4)C(=O)[C@@H]32)cc1 | . | 1.4%
CCC1=NN(C(=O)Cc2ccc([N+](=O)[O-])cc2)C(O)(C(F)(F)F)C1 (stereo not given) | . | -5.7%
CCc1cc(C(=O)O)c(NC(=O)/C=C/c2ccc(OC)cc2)s1 | 3.2 | 3.7%
CC(=O)N1CCCc2cc(S(=O)(=O)NC(C(=O)NC3CCCCC3)C(C)C)ccc21 (stereo not given) | 7.2 | 1.5%
CCOc1ccc2[nH]c3c(N4CCN(C(=O)c5ccco5)CC4)ncnc3c2c1 | 7.8 | 2.8%
Cc1ccc(C(=O)N(CC(=O)NC2CCCCC2)c2ccccc2C)s1 | 43.3 | -3.6%
Cc1ccc(OP(=O)(NCc2ccccc2)Oc2ccc(C)cc2)cc1 | 2.7 | 4.3%
CC(C)CCNC(=O)c1cc(-c2ccncc2)nc2ccc(S(=O)(=O)N3CCOCC3)cc12 | . | 2.4%
CN(CC(=O)N1CCN(C2CCCCC2)CC1)S(=O)(=O)c1cccc2nsnc12 | 7.0 | 4.5%
CCCCNC(=S)NCc1ccc2[nH]c3c(c2c1)CCCC3 | 2.7 | -1.7%
O=C(COC(=O)c1cc(C(F)(F)F)cc(C(F)(F)F)c1)NCc1ccc(Cl)cc1 | -2.6 | 4.5%
Cc1cccc(NC(=O)c2sc3nc(-c4ccccc4)cn3c2C)n1 | 11.6 | 8.5%
COc1cccc(CNc2nc(-c3cccnc3)nc3ccccc23)c1 | -6.4 | 5.1%
Nc1nnc(C(F)(F)F)s1 | -9.2 | -0.3%

Among those listed so far, 3 contain a COOH group.
SMILES | Mtb RmlCD inh | GlmU inhibition
Cc1cccc(NC(=O)CN2C(=O)S/C(=C\c3ccc(-c4cccc(C(=O)O)c4C)o3)C2=O)c1 | -1.1 | 5.5%
CCCCNC(=O)c1onc(CSc2cc(C)ccc2C)c1C(=O)O | -10.4 | -2.9%
CCc1cc(C(=O)O)c(NC(=O)/C=C/c2ccc(OC)cc2)s1 | 3.2 | 3.7%

Additional records follow:
SMILES | Mtb RmlCD inh | GlmU inhibition
O=C(CN(c1ccc(Cl)c(Cl)c1)S(=O)(=O)c1ccccc1)N1CCc2ccccc2C1 | . | 0.7%
COc1ccc(CN(C(=O)c2cc3ccccc3oc2=O)C2CCS(=O)(=O)C2)cc1 (stereo not given) | 7.9 | 5.2%
COCCNC(=O)COC(=O)c1ccc(OCC(=O)Nc2ccccc2OC)c(OC)c1 | -5.1 | 4.6%
CC(C)c1ccc(OC(=O)NCCO)cc1 | . | -2.1%
O=C1C2C(c3cccc(/C=C/c4ccccc4)c3)CC=CC2C(c2ccc(C(F)(F)F)cc2)N1Cc1ccccc1 (stereo not given) | . | 2.0%
Cc1nc2ccc(NC(=O)c3ccc([N+](=O)[O-])cc3)cc2s1 | -2.8 | 1.9%
CCOc1nc(SCCOc2ccc(Cl)cc2Cl)nc(N(C)C)n1 | . | 1.2%
C=CCn1c(SCC(=O)Nc2sccc2C(N)=O)nc2sc(C)c(C)c2c1=O | 40.9 | 0.4%
CCOC(=O)c1c(-c2ccccc2)cn2c(C)cc(C)nc12 | 7.2 | 1.5%
CC(C)(C#N)c1cc(Cn2cncn2)cc(C(C)(C)C#N)c1 | -7.1 | 3.3%
CC(NC(=O)C1CCC(C(C)(C)C)CC1)C(c1ccccc1)N1CCOCC1 (stereo not given) | 8.1 | -6.9%
Nc1ccc(S(=O)(=O)NNC(=O)C(=O)NNc2ccccn2)cc1 | -6.0 | .
CN1CCS/C1=C/C=C1\SC(=S)N(CC(=O)O)C1=O | -12.3 | 2.3%
Cc1cc(CCN2CCC(=O)NC2=S)ccc1OC(C)C | . | 5.1%
COc1cccc(C2NC(CCSC)(C(=O)O)C3C(=O)N(C(C)C)C(=O)C23)c1O (stereo not given) | -8.2 | 1.1%

4 compounds drawn at random from those above, as already listed:
SMILES | Mtb RmlCD inh | GlmU inhibition
COc1cccc(C2NC(CCSC)(C(=O)O)C3C(=O)N(C(C)C)C(=O)C23)c1O (stereo not given) | -8.2 | 1.1%
C=CCn1c(SCC(=O)Nc2sccc2C(N)=O)nc2sc(C)c(C)c2c1=O | 40.9 | 0.4%
CC(C)c1ccc(OC(=O)NCCO)cc1 | . | -2.1%
COc1ccc(CN(C(=O)c2cc3ccccc3oc2=O)C2CCS(=O)(=O)C2)cc1 (stereo not given) | 7.9 | 5.2%

Other structures:
SMILES | Mtb RmlCD inh | GlmU inhibition
Cc1cnc(C(=O)OCC(=O)NC(=O)NC(C)C)cn1 | -1.1 | 3.0%
CCOc1ccc(Br)cc1/C=N/O | -8.0 | 11.4%
O=C(CC1C(=O)NCCN1Cc1cccc(Oc2ccccc2)c1)NCCc1ccncc1 (stereo not given) | -4.9 | -3.4%
O=C(c1ccco1)N1CCCN(Cc2nc(-c3cccs3)no2)CC1 | -5.3 | 0.3%
CC(=C/c1ccc(C(C)C)cc1)/C=N/NC(=O)c1ccncc1 | 4.2 | 2.2%
CCCCn1c(CN2CCN(C(=O)OCC)CC2)nc2c1c(=O)n(C)c(=O)n2C | 5.6 | 1.1%
Cc1ccc(S(=O)(=O)N2CCC(=O)N(C(COCc3ccc(Cl)cc3)Cc3ccccc3)CC2)cc1 (stereo not given) | . | -1.4%
COc1ccc(Cl)cc1-c1nc(-c2ccc(Br)o2)no1 | -6.3 | 1.9%
O=c1[nH]c(=O)n(Cc2ccccc2Cl)c(O)c1/C=C1/C=CC=N1 | 7.0 | -0.8%
O=C(c1cccc(F)c1)N1CCN(C(=O)C2CC2)CC1 | . | 0.8%
C=CCOC(=O)C1=C[C@H](c2coc3ccccc3c2=O)C[C@H](OCCCCO)O1 | . | -1.0%
CCCC1=C(C(=O)OCC)C(c2cc(Cl)cc(OC)c2OCc2ccccc2)NC(=O)N1 (stereo not given) | -8.2 | 2.0%
O=C(c1ccco1)N1CCN(C(=O)c2oc(=O)c3ccccc3c2-c2ccccc2)CC1 | 5.9 | 0.7%
Cc1ccccc1CS(=O)(=O)c1ccc(C(=O)N2CCC(C)CC2)cc1[N+](=O)[O-] | 7.2 | 1.4%
O=CNC1CCCc2c1[nH]c1ccc(Cl)cc21 (stereo not given) | 11.7 | 1.2%
CCN1CCN(C(c2cccs2)C(C)NS(=O)(=O)c2ccc(Br)cc2)CC1 (stereo not given) | 1.2 | .
CCOc1cccc(C(=O)Nc2cccnc2)c1 | -4.8 | 8.4%
COc1ccc(/C=N/n2cnnc2SCc2ccc(OC)cc2)cc1 | -5.0 | -1.8%
CC1=NN(c2ccccc2)C(=O)C1N=Nc1ccc(S(N)(=O)=O)cc1 (stereo not given) | -12.6 | 4.1%
O=C(Nc1ccc(Cc2ccncc2)cc1)C1CCC(N2C(=O)C3CCCCC3C2=O)CC1 (stereo not given) | 8.4 | 2.4%
COc1ccc(CCNC(=O)CSc2ccc(-c3ccco3)nn2)cc1OC | 4.1 | 0.6%
COc1ccc(/C=N/N2C(=O)C3C4C=CC(C4)C3C2=O)cc1[N+](=O)[O-] (stereo not given) | 3.6 | 2.0%
COC(=O)CN(C(=S)Nc1ccc(Cl)cc1)C1CC(=O)N(c2ccc(OC)cc2)C1=O (stereo not given) | 9.1 | -0.2%
Cc1cc(NC(=O)CCC(=O)N(CCC(C)C)C(C(=O)NC2CCCC2)c2cccnc2)no1 (stereo not given) | 1.9 | 6.3%
C/C(=N\NC(=O)c1ccncc1)c1cc2ccccc2o1 | -9.4 | 2.5%
CCc1nn2c(=O)cc(COc3ccc(/C=C4\C(=N)N5N=C(C)SC5=NC4=O)cc3)nc2s1 | -7.3 | 4.6%
COc1ccc2[nH]c(O)c(NC(C)=O)c2c1 | . | 7.0%
COCCOC(=O)c1c(C)oc2ccc(NS(=O)(=O)c3ccc(C(=O)O)cc3)cc12 | . | -2.2%
CCC1(CC)C(=O)NC(=O)NC1=NCCc1ccc(O)cc1 | 4.4 | 0.4%
CC(=O)NN1C(=O)/C(=C\c2ccc(C)cc2)SC1=S | . | -6.5%
COc1cc(NC(=O)C2CCCCN2)ccc1OCC(C)C (stereo not given) | 9.7 | 2.8%
Cc1ccc(-c2nnn(CC(=O)N3CCN(c4ccccc4)CC3)n2)o1 | . | 4.6%
O=C(Nc1ccc(O)cc1)c1ccc(C(=O)c2ccccc2)o1 | -26.7 | 0.5%
CC1(C)Cc2c(sc3c2c(=N)n(Cc2ccco2)c(=O)n3Cc2ccc(Cl)cc2)CO1 | 4.8 | 0.2%
O=C(COC(=O)Cc1ccc(S(=O)(=O)N2CCOCC2)s1)NCCc1ccccc1 | -2.3 | -3.0%
Cc1ccc(NC(=S)NCc2ccccc2Cl)c(C)c1 | . | 1.8%
N#CCCN(Cc1ccccc1)C(=O)Nc1ccccc1 | 3.8 | -2.8%
CCCCC(=O)Nc1cc(-c2nc3ncccc3o2)ccc1C | 3.8 | 0.4%
CCOc1ccc(NC(=NCc2ccc3c(c2)OCO3)SC2CC(=O)N(c3ccc(OCC)cc3)C2=O)cc1 (stereo not given) | . | -1.8%
Cc1ccc(S(=O)(=O)CC(=O)N2CCCC2)cc1 | . | 6.6%
O=C(/C=C/c1ccccc1)NNC(=O)c1cccc(Cl)c1 | -11.0 | 0.8%
CCN(CC)S(=O)(=O)c1cccc(-c2nnc(SCC(N)=O)n2CCc2ccccc2)c1 | 11.9 | 2.7%
COC(=O)c1ccc(C23CC4(C2)[C@H](CN(CC2CCCCC2)[C@@H]4c2ccccc2)C3c2ccc(C(F)(F)F)cc2)cc1 (stereo not given in full) | . | 1.0%
CC1=NN(C(C#N)c2ccc(F)cc2)C(C)(C)C1 (stereo not given) | . | 2.8%

The list is partial (hit frequency here may not be typical).
